Source: PubChem
DT40 TDP1 no CPT = qHTS for Inhibitors of human tyrosyl-DNA phosphodiesterase 1 (TDP1): qHTS in cells in absence of CPT | 15% of 420,000 active | Potency, µM (top dose mostly 46.2 µM), for inactives: at the top dose activity change, negative = growth inhibition, usual class: inhibitors | DT40 Tdp1-/- hTDP1 cells, no CPT, ATP luminescence, 48 h; further: nearly all actives have a fitted effect of over 55% in size
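DT40 Tdp1-/-;hTDP1 cells, no CPT (DMSO vehicle only), 400 cells/well; compounds pin-transferred; ≥48 hr, 37 °C; CellTiter-Glo 30 min RT dark, luminescence read.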
DT40 TDP1 CPT = qHTS for Inhibitors of human tyrosyl-DNA phosphodiesterase 1 (TDP1): qHTS in cells in presence of CPT | chicken DT40 Tdp1-/-;hTDP1 cells + 20 nM CPT, ATP luminescence, 48 h | Potency, µM (doses to about 46.2 µM), inactives show top-dose activity change, negative = growth inhibition, usual class: inhibitors | 12% of 420,000 active | AID 686979, 2013; further: nearly all actives have a fitted effect of over 55% in size
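Cell growth measured by CellTiter-Glo luminescence after a minimum 48 h, 37 C compound exposure with 20 nM CPT in Tdp1-knockout DT40 cells stably expressing hTDP1, seeded 400/well; qHTS titration format.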
GCN5L2 inh = qHTS Assay for Inhibitors of GCN5L2 | GCN5L2 HAT assay, ThioGlo1 CoA-SH fluorescence | Potency, µM (top dose mostly 58.9 µM), without a hit: at the top dose activity change, negative = inhibition, most hits filed as inhibitors | 0.21% of 390,000 active | AID 504327, 2011
Target sequence (Q92830 whole entry, looked up): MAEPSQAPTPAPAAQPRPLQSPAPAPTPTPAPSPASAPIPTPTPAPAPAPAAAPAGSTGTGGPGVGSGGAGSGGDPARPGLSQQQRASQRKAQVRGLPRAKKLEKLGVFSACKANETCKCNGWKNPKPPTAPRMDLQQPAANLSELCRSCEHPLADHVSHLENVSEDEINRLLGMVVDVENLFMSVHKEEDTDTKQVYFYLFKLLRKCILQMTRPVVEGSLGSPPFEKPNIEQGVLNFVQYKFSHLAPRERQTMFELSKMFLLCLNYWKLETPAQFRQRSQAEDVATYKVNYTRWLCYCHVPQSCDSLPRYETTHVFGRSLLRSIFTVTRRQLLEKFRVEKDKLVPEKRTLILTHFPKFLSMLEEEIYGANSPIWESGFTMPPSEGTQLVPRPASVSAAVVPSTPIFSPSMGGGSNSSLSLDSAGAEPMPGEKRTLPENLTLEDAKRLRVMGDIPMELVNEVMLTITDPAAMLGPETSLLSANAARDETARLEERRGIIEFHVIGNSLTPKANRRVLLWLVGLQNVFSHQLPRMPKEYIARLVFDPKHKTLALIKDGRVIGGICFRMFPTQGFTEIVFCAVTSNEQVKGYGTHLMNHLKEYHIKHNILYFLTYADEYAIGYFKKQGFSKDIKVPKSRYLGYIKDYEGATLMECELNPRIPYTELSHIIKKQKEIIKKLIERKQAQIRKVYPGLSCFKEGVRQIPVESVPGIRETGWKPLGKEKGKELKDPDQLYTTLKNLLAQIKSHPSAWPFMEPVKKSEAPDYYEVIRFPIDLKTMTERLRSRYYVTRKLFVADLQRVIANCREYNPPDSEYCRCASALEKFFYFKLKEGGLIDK
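GCN5L2 (20nM final) in 50mM HEPES, 0.1mM EDTA pH 7.5, 0.01% Tween-20 was preincubated 15 min at room temperature with compound, then given ThioGlo1 (50uM), H3(1-25) peptide (75uM) and acetyl-CoA (70uM); CoA-thiol fluorescence (Ex340/Em540) was read at 0 and 20 min.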
Starred values were filed as active, the others as inactive; ? = inconclusive; . = no result given; & = joins results of further samples; [ ] = another dose, or the depositor's remark. The call rests on the fitted dose curve; in most records, active means well fitted curve in the direction sought with a large enough effect; inconclusive means small, poorly fitted or top-dose-only effect, or another doubt; inactive means no such curve, though single readings can be large; an effect the other way counts as inactive or inconclusive. On the % scale 0 is the no-effect control and ±100 the full control effect; potency means the concentration at half of the fitted maximal effect.

SMILES	DT40 TDP1 no CPT	DT40 TDP1 CPT	GCN5L2 inh
CCOC(=O)C1CCCN(S(=O)(=O)c2ccc3c4c2CC(=O)N4CC(C)S3)C1 (stereo unspecified)	18µM*	?	-2%
Cc1cc(OCC(=O)N[C@@H](CSCc2ccccc2)C(=O)O)c2c(C)c(C)c(=O)oc2c1	0%	-10%	?
N#CCCn1c(=O)c(-c2ccccc2)nc2cnc(N3CCNCC3)nc21	?	?	?
CCCCOc1cccc(C(=O)Nc2ccc(NC(=O)c3ccco3)cc2)c1	-28%	-10%	-2%
CN1C(=S)SC(/[N+]([O-])=C\c2ccc(Cl)cc2)C1(C)C (stereo unspecified)	-3%	-1%	-8%
O=C(Nc1cccc2ccccc12)c1ccc2sc([C@H]3C[C@H](O)[C@@H](CO)O3)nc2c1	?	?	.
CCN(c1ccc(C(=O)CN2C(=O)NC3(CCOc4ccccc43)C2=O)cc1)S(C)(=O)=O (stereo unspecified)	?	?	-10%
CCOc1ccc(S(=O)(=O)Nc2cccnc2)cc1	-27%	-16%	-4%
CCOc1ccc(NC(=O)CC(Cc2cc(C)cc(C)c2)C(=O)O)cc1 (stereo unspecified)	2%	6%	0%
COc1ccc2nc(SCC(=O)Nc3c(C)cc(C)cc3C)[nH]c2c1	-14%	-17%	-12%
O=CNc1ccc(S(=O)(=O)NCc2ccccc2)cc1	-17%	-4%	-3%[0.501 µM]
CC(C)C(C)(C#N)NC(=O)CSc1nc2scc(-c3ccc(F)cc3)c2c(=O)n1Cc1ccccc1 (stereo unspecified)	?	?	-5%
Cn1cc(CCCC(=O)NCc2cccc(Br)c2)c2ccccc21	18µM*	?	-2%
COc1ccc(N2CCN(C(=O)CCCCCn3c(=S)[nH]c4cc5c(cc4c3=O)OCO5)CC2)cc1	17%	0%	-5%
CC(C)n1c(O)c(N=Nc2ccccn2)c2ccccc21	-8%	-9%	-14%
O=C(O)CN1C(=O)C(=O)N(Cc2c(F)cccc2Cl)C1=O	16%	0%	35%[activator]
CCCc1c(C(=O)Nc2ccc(N3CCOCC3)cc2)cnn1-c1ccccc1	?	?	0%
CCCCNC(=O)COC(=O)c1ccc(SC)cc1OC	0%	-15%	-13%
O=C(CCCCCn1c(=O)[nH]c2ccccc2c1=O)NCc1ccc(Cl)cc1	?	?	-1%
CCCCNC(=S)NNC(=O)c1csc(C(C)C)c1	?	?	-2%
Cc1cccc(NC(=O)CSc2nc3ccccc3c3nc(CCc4c(C)n[nH]c4C)nn23)c1	13µM*	16µM*	-9%&-3%
c1ccc(-c2ncc3ccccn23)cc1	-24%	-5%	-6%
Cc1noc(NS(=O)(=O)c2ccc(NC(=O)CSc3nnc4c(n3)[nH]c3ccccc34)cc2)c1C	-21%	-7%	-24%
c1ccc2c(c1)CCN(c1nc3ccccc3n3cnnc13)C2	?	23µM*	-7%
CSC(=O)NC12CC3CC(CC(C)(C3)C1)C2	-9%	-9%	-8%
COc1ccccc1-c1ccc(SCc2ccc(C)cc2)nn1	15µM*	?	-13%
CCN1CCN(c2ccc(S(=O)(=O)N3CCOCC3)cc2NC(=O)c2ccc(Cl)s2)CC1	-3%	-11%	0%
COC1CCN(C(=O)CC2C(=O)NCCN2CC2CCCCC2)CC1 (stereo unspecified)	-24%	12%	-11%
COc1ccc(NC(=O)c2cc3c(s2)-c2c(C)cccc2OC3)cc1Cl	?	?	-24%
Cc1ccc(OCCCC(=O)Nc2ccc(S(=O)(=O)Nc3ccccn3)cc2)cc1	-3%	28%	-8%
CCc1nnc(NC(=O)CSc2nnc3ncccn23)s1	-12%	-1%	-9%
CCCCNC(=O)N(O)C1N(/N=C/c2ccccc2OC)C(=S)SC1(C)C (stereo unspecified)	-20%	-3%	5%
COc1ccccc1OCCNC(=O)C1CCCCC1	?	-22%	-5%
CC1CC(C)CN(C(=O)C2CCCN(S(=O)(=O)c3cnc[nH]3)C2)C1 (stereo unspecified)	24%	-8%	-13%
Cc1cc[n+](CC(=O)c2ccc3c(c2)OCCO3)cc1	-6%	31%[activator]	-20%
O=C(COC(=O)c1ccc(O)cc1O)Nc1ccc2c(c1)OCCO2	9.2µM*	9.2µM*	2%
Cc1ccc(CSc2nnc(NC(=O)C3=COCCO3)s2)cc1	-6%	-21%	-14%
COc1ccc2[nH]cc(CCNc3ncncc3-c3ccccc3OC)c2c1	?	-95%	-13%
CNC(=O)c1ccsc1NC(=O)c1ccc(S(=O)(=O)N2CCOCC2)cc1	23µM*	?	-1%
Cc1ccc(CC(=O)NCc2nc(-c3ccccc3)no2)cc1	-20%	1%	0%
C#CCN(Cc1ccco1)C(=O)c1cc(COc2cccc3cccnc23)on1	?	-28%	.
O=C(C[n+]1ccc(C(=O)c2ccccc2)cc1)Nc1cccc([N+](=O)[O-])c1	16µM*	21µM*	.
COc1ccccc1NC(=O)c1sc2nc(C)c(C(=O)Nc3ccc(C)cc3C)c(-c3cccs3)c2c1N	-7%	-2%	-27%
CC(C)Nc1ncnc2ccc(Br)cc12	4.1µM*	4.1µM*	-2%
NS(=O)(=O)c1ccc(NC(=O)/C=C/c2ccccc2Cl)cc1	-9%	-4%	-2%
CN1CCC(=NNC(=O)C(=O)Nc2ccccc2)CC1	4%	-1%	2%
Cc1nn(C)c(C(=O)NC(=S)Nc2ccccc2O)c1Cl	?	?	-3%
COc1ccc(S(=O)(=O)Nc2cc(C(=O)NCCC(C)C)ccc2N2CCOCC2)cc1	-27%	?	5%
CC(C)S(=O)(=O)N1CCCC(c2cc(C(=O)NCc3ccccc3)no2)C1 (stereo unspecified)	-11%	-3%	.
COC(=O)c1cc(S(=O)(=O)NCc2ccc(S(N)(=O)=O)cc2)oc1C	-12%	13%	-3%
(list continues)
SMILES	DT40 TDP1 no CPT	DT40 TDP1 CPT	GCN5L2 inh
CCOC(=O)CCC(=O)N(CCN(C(=O)CCC(=O)OCC)c1ccccc1)c1ccccc1	3%	1%	-1%
Oc1c(CN2CCOCC2)cc(CN2CCOCC2)c(O)c1CN1CCOCC1	-9%	-1%	.
CC(C)c1ccc(S(=O)(=O)N2CCN(C(=O)[C@@H]3CCCN3C(=O)c3cccs3)CC2)cc1	?	-15%	-20%
CC1CCN(S(=O)(=O)c2cn(CC(=O)N3CC(C)CC(C)C3)c(=O)c3ccccc23)CC1 (stereo unspecified)	?	-5%	0%
CC(=O)c1cccc(-c2ccc3c(c2)C(C)(Cc2ccccc2C#N)C(=O)N3)c1 (stereo unspecified)	?	16µM*	.
O=C(c1csnn1)N1CCC2(CC1)CCN(c1cccc(-c3ccccc3)c1)CC2	?	?	-5%
O=C(CN(C(=O)CCC(=O)Nc1nccs1)c1ccccc1F)NCc1ccc2c(c1)OCO2	-23%	-6%	0%
COc1cccc(C(=O)N(Cc2cccc(Cl)c2)Cc2ccco2)c1	15µM*	?	-9%
CCC(C)(C)C1CCc2[nH]nc(C(=O)N/N=C(\C)c3ccco3)c2C1 (stereo unspecified)	?	?	1%
COc1ccc(C2(CNC(=O)c3ccccc3)CCOCC2)cc1	-3%	-3%	0%
CC(=O)NCCC(=O)Nc1ccc(C)c(F)c1	-15%	-13%	-2%
Cc1nnc(SCc2cnc(-c3ccc(C(C)C)cc3)s2)n1C	7%	7%	1%
CCOc1cc(NC(=O)c2ccccc2OC)c(OCC)cc1NC(=O)c1ccccc1	?	?	1%
Cc1c(C)n(C)c2ccc(C(=O)NCCCN3CCCCC3C)cc12 (stereo unspecified)	16%&-15%	-19%&-15%	0%&23%
Cc1ccccc1NS(=O)(=O)c1cc2c(cc1C)N(C)CCO2	?	-21%	6%
Cc1ccc(-c2nc3ccccc3c(=O)n2O)cc1	-8%	20%	40%
CCOC(=O)N1CCN(C(=O)C2CCN(Cc3cccc(OCc4ccccc4)c3)CC2)CC1	?	?	-1%
Cc1ccccc1OC(=O)CSc1nnc(-c2ccc3c(c2)OCO3)o1	-20%	-2%	-9%
O=C1COc2cccnc2N1	-2%	-8%	-4%&-5%
COc1ccc(N2CCN(CC(=O)Nc3c(C)cc(C)cc3C)CC2)cc1	?	?	1%
Nc1nc2c(nnn2C2CC(O)C(CO)O2)c(=O)[nH]1 (stereo unspecified)	?	29µM*	.
Cc1ccc(CNC(=O)C(=O)NCC2OCCN2S(=O)(=O)c2ccc3c(c2)OCCO3)cc1 (stereo unspecified)	-22%	26µM*	1%
COc1ccc(N2CC(NC(=O)Cc3cccs3)CC2=O)cc1 (stereo unspecified)	-4%	-6%	-1%
CCCc1ccc(OCCNC(=O)CC)cc1	-10%	-10%	-1%
O=c1[nH]c2ccccc2nc1C(Nc1ccccc1)c1ccccc1 (stereo unspecified)	?	?	-7%
COc1ccc(C(=O)Nc2ccc(S(=O)(=O)Nc3nccc(C)n3)cc2)cc1[N+](=O)[O-]	6%	3%	1%
CCCCC(=O)OCc1cn(-c2ccc(Cl)cc2)nn1	-7%	15%	-4%
O=C(Nc1ccccc1Cl)C1CCCN(S(=O)(=O)c2cccc3cccnc23)C1 (stereo unspecified)	?	?	-8%
CC(=O)Nc1ccc(-c2c(C)cc3oc(=O)cc(-c4ccccc4)c3c2C)cc1	?	-8%	-8%
COc1ccc(CNc2oc(/C=C/c3cc(OC)c(OC)c(OC)c3)nc2C#N)cc1	?	?	-12%

An excerpt from further up, for reference:
SMILES	DT40 TDP1 no CPT	DT40 TDP1 CPT	GCN5L2 inh
CCCCNC(=O)N(O)C1N(/N=C/c2ccccc2OC)C(=S)SC1(C)C (stereo unspecified)	-20%	-3%	5%
COc1ccccc1OCCNC(=O)C1CCCCC1	?	-22%	-5%
CC1CC(C)CN(C(=O)C2CCCN(S(=O)(=O)c3cnc[nH]3)C2)C1 (stereo unspecified)	24%	-8%	-13%
Cc1cc[n+](CC(=O)c2ccc3c(c2)OCCO3)cc1	-6%	31%[activator]	-20%
O=C(COC(=O)c1ccc(O)cc1O)Nc1ccc2c(c1)OCCO2	9.2µM*	9.2µM*	2%
Cc1ccc(CSc2nnc(NC(=O)C3=COCCO3)s2)cc1	-6%	-21%	-14%
COc1ccc2[nH]cc(CCNc3ncncc3-c3ccccc3OC)c2c1	?	-95%	-13%
CNC(=O)c1ccsc1NC(=O)c1ccc(S(=O)(=O)N2CCOCC2)cc1	23µM*	?	-1%
Cc1ccc(CC(=O)NCc2nc(-c3ccccc3)no2)cc1	-20%	1%	0%
C#CCN(Cc1ccco1)C(=O)c1cc(COc2cccc3cccnc23)on1	?	-28%	.
O=C(C[n+]1ccc(C(=O)c2ccccc2)cc1)Nc1cccc([N+](=O)[O-])c1	16µM*	21µM*	.
COc1ccccc1NC(=O)c1sc2nc(C)c(C(=O)Nc3ccc(C)cc3C)c(-c3cccs3)c2c1N	-7%	-2%	-27%
CC(C)Nc1ncnc2ccc(Br)cc12	4.1µM*	4.1µM*	-2%
NS(=O)(=O)c1ccc(NC(=O)/C=C/c2ccccc2Cl)cc1	-9%	-4%	-2%
CN1CCC(=NNC(=O)C(=O)Nc2ccccc2)CC1	4%	-1%	2%
Cc1nn(C)c(C(=O)NC(=S)Nc2ccccc2O)c1Cl	?	?	-3%
COc1ccc(S(=O)(=O)Nc2cc(C(=O)NCCC(C)C)ccc2N2CCOCC2)cc1	-27%	?	5%
CC(C)S(=O)(=O)N1CCCC(c2cc(C(=O)NCc3ccccc3)no2)C1 (stereo unspecified)	-11%	-3%	.
COC(=O)c1cc(S(=O)(=O)NCc2ccc(S(N)(=O)=O)cc2)oc1C	-12%	13%	-3%

Additional structures follow.
SMILES	DT40 TDP1 no CPT	DT40 TDP1 CPT	GCN5L2 inh
Cc1cc(C)cc(NC(=O)N2CCCC2C(=O)Nc2ccc(-n3cnnn3)c(C)c2)c1 (stereo unspecified)	-8%	-8%	0%
O=C(O)c1cccc(CSc2ncccn2)c1	-1%	11%	-4%
COc1cc2c(cc1OC)C(COc1ccc(F)cc1)NCC2 (stereo unspecified)	?	?	-1%
CC(=O)c1c(OC(=O)c2ccccc2)c2ccccc2n1C	?	?	-10%
CCCS(=O)(=O)NCCc1sc2nc(-c3ccc(F)cc3)nn2c1C	15µM*	21µM*	1%
COc1ccc2cc(CN(CC3CCCO3)C(=S)Nc3ccccc3)c(=O)[nH]c2c1 (stereo unspecified)	6.5µM*	5.2µM*	-3%
CC(=O)Nc1cccc(OCC(=O)Nc2sccc2C(N)=O)c1	?	?	-7%
CC1CN(C(=O)CSc2nnc(NC(=O)NC(C)(C)C)s2)CC(C)O1 (stereo unspecified)	?	-28%	0%
Cc1ccc(C)c(N(C)C(=O)c2cc3c(=O)[nH]c4ccc(C)cc4c3s2)c1	4.1µM*	16µM*	-9%
